# Peg3 prom inh – inhibitors of Peg3 promoter; HeLa PEG-Prom luciferase reporter, luminescence, overnight; inhibition, % at 20 µM; 360,000 compounds, 1.7% hits; AID 588405;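 active means inhibition of at least 50% at 20 µM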
# PDI inh – inhibitors of human protein disulfide isomerase; inhibition, % at 10 µM; PDI insulin aggregation turbidity, A650, 90 min; 350,000 compounds, 0.052% hits; AID 588391; P07237;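 active means mean inhibition across replicates of 30% or more, whatever share of single replicates reach that level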;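 further: absorbance from insulin aggregation driven by PDI reduction with DTT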
# Target sequence (P07237 whole entry, looked up): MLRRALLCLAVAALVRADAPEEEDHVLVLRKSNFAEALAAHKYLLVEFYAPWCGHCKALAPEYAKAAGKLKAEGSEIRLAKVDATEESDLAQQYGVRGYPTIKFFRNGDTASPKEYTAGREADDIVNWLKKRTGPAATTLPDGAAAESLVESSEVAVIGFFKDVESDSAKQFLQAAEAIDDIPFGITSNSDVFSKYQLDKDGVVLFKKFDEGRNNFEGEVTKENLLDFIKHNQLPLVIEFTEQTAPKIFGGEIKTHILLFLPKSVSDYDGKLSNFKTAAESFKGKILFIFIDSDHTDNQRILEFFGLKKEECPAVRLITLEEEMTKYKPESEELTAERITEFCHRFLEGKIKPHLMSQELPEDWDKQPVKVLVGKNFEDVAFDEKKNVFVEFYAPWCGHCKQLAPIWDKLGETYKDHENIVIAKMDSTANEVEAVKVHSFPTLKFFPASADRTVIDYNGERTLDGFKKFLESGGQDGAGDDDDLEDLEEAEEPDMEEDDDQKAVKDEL
# aDG glyco act – increases alpha dystroglycan glycosylation | 360,000 compounds, 0.22% hits | Pro5-aDG cells, alpha-DG glycosylation AlphaScreen (IIH6); 0% Pro5, 100% B10-LARGE cell signal | AID 624168 | activation, % at 10 µM;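 active means activation of at least 8% versus controls, or a plate z-score of at least 8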;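 further: Pro5 are CHO cells carrying HIG-tagged alpha-DG that lacks glycosylation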
# MITF TRPM1 inh – MITF TRPM1 promoter inhibition in SK-MEL-5 cells; SK-MEL-5 TRPM1 promoter luciferase, 24 h; inhibition, % at 12.5 µM; 330,000 compounds, 0.83% hits; AID 488899;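 active means mean inhibition across replicates of 60% or more, whatever share of single replicates reaches that level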; further: values of inactives mirror those of a sister screen read the other way
# Exocytosis inh – blocks lytic granule exocytosis. AID 651702. inhibition, % at 10 µM. 360,000 compounds, 0.66% hits. TALL-104 LAMP-1 surface exposure, flow cytometry; cells stimulated with thapsigargin and PMA;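 active means inhibition above about 55%, limit read from the data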
# HIF-2a block – HIF-2a inhibition. 360,000 compounds, 0.72% hits. AID 624352. 786-0 RCC cells HIF-2a reporter, luciferase luminescence, overnight. inhibition, % at 18.8 µM;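 active means inhibition of the luminescence signal of 40% or more relative to plate controls, in a single-dose primary screen at 18.75 µM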
# NR2E3 ag-1 – activates human photoreceptor nuclear receptor NR2E3; Q9Y5X4; GST-NR2E3/biotin-RetCOR TR-FRET, 1536-well; inhibition of corepressor binding, % at 4.78 µM; 320,000 compounds, 0.12% hits; AID 2300;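 active means percent inhibition above the cutoff of mean plus 3 SD of all tested compounds, set per screening campaign, cut at about 20% in these data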;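 further: 0% = DMSO wells and 100% = biotin wells as full block of FRET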
# Target sequence (Q9Y5X4 whole entry, looked up): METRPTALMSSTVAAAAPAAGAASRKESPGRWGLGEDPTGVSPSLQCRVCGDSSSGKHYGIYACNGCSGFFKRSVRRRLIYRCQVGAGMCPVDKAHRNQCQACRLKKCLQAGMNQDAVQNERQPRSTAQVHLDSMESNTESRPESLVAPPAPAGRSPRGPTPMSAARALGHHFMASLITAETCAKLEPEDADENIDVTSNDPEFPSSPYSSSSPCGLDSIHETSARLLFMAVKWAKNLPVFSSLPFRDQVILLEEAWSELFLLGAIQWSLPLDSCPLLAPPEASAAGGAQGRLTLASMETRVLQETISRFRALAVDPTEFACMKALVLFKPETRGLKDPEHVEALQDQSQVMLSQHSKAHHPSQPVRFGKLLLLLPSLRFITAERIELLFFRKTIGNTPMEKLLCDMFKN
#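 Test system – NR2E3–RetCOR corepressor complex · Quantity – NR2E3 fusion 1.35 nM · Buffer or medium – Tris pH 7.5 · Incubation – Compound–protein incubation for 5 h at 4 °C · Technique – TR-FRET, Eu(K)-anti-GST donor, streptavidin-D2 acceptor, ex 340, em 617/671 nm · Evaluation – percent inhibition of 671/617 nm emission ratio versus biotin and DMSO controls · Plate – 1536-well format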
# NR2E3 ag-2 – human photoreceptor-specific nuclear receptor agonism | CHO-S Gal4-NCOR/VP16-NR2E3 two-hybrid, luciferase | inhibition of corepressor binding, % at 3.98 µM | 360,000 compounds, 0.35% hits | AID 602229;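 active means inhibition above the mean of all tested compounds plus 3 SD, cut at about 70% in these data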;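 further: 0% = DMSO with NR2E3 transfected cells and 100% = cells lacking NR2E3 construct; higher means lower luciferase signal from less NR2E3 corepressor binding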
# hiPSC survival – hiPSC single-cell survival enhancement; ATPlite luminescence; 100% = ROCK inhibitor wells, 0% = DMSO; survival enhancement, % at 20 µM; 360,000 compounds, 0.044% hits; AID 602274; in the data active means survival enhancement above about 18%;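 further: cells exposed to compounds for 16 hours before the ATP read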
# CaV13 ICDI inh – Disruptors of the CACNA1D IQ motif to Ca2+-dependent inactivation inhibitor domain association, primary screening, Förster resonance energy transfer in intact living … | 340,000 compounds, 0.098% hits | inhibition, % at 12.3 µM | AID 743397 | HEK cells, CFP/YFP FRET ICDI-IQ, plate reader, 10 min; percent FRET-ratio fall versus neutral wells;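 active means mean replicate inhibition of at least 30% and at least 1% of replicates passing that level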;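 further: 0% = median of the neutral control wells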
# Vif imaging – inhibitors of HIV Vif; HEK293T cells, Vif self-association by quenched fluorescence, imaging, 24 h; inhibition, % at 7.49 µM; 340,000 compounds, 0.35% hits; in the data active means inhibition above about 50%, passing the limit was not always enough; further: some results filed as inactive read as strong as hits
# Active calls of the source: *; . = no result given.
Compound	NR2E3 ag-1	Peg3 prom inh	HIF-2a block	Vif imaging	CaV13 ICDI inh	NR2E3 ag-2	PDI inh	hiPSC survival	aDG glyco act	Exocytosis inh	MITF TRPM1 inh
O=C(NNC(=S)Nc1cccc2ccccc12)c1cccc(Br)c1	2	-24	-144	-6	-7	8	-10	-0.3	-0.1	5	14
COc1cc(CCCN2C(=S)NC[C@@H]2CC2CCCCC2)cc(OC)c1OC	-2	-14	-9	-3	-11	-3	2	-0.6	0.6	28	-16
Cc1cc(C)n(-c2ccnc3cc(Cl)ccc23)n1	1	12	14	-12	-21	-22	8	0.7	0.1	5	.
O=C(COC(=O)C1=COCCO1)Nc1ccccc1OC(F)F	-4	0	16	10	3	-18	-12	1.1	0.0	-1	-5
COCCNc1ccc(S(=O)(=O)N2CCCC2)cc1[N+](=O)[O-]	2	8	5	2	-6	-1	13	1.2	-0.2	-1	-4
Cn1c(=O)c2cc(S(=O)(=O)NC(C(=O)NCc3ccccn3)c3ccccc3)ccc2n(C)c1=O (stereo not given)	3	13	16	2	-5	2	-2	2.4	-0.1	4	.
CC(C)(C)[C@@H]1C=C(C(=O)N2CCN(Cc3ccccc3)CC2)O[C@H](OCCCCO)C1	3	3	14	-5	-3	-9	-59	-1.7	0.1	3	-8
COc1ccc(C2C(C(C)=O)=C(C)Nc3ncnn32)cc1OC (stereo not given)	-3	-5	11	5	-4	7	11	-0.6	-0.2	-3	5
N#Cc1c(-c2c(Cl)cccc2Cl)noc1/C=C/Nc1ccc(C(=O)O)cc1	6	-31	4	2	-49	20	4	3.0	-0.2	-8	5
CN1CCN(C(=O)c2ccc(COc3ccc(Cl)cc3Cl)cc2)CC1	1	-34	-55	3	.	-59	2	-2.9	0.5	-2	-13
Cc1ccsc1CN(C)C(=O)C1CCC(=O)N(CCc2cccc(F)c2)C1 (stereo not given)	-1	-209	-206	-3	-3	-76	-6	-0.6	0.2	-1	-46
CCOC(=O)c1cc2sccc2n1CC(=O)OC	1	-5	7	.	-3	-15	-14	1.1	0.1	0	-10
CCOC(=O)c1cc([N+](=O)[O-])sc1N	0	-16	7	5	0	-6	-1	-0.1	-0.1	-5	15
O=C(CSc1n[nH]c(-c2cccnc2)n1)Nc1ccccc1C(F)(F)F	4	7	9	-10	-5	2	8	-0.4	0.0	-11	2
Cc1ccc2nc(NC(=O)CS(=O)(=O)Cc3ccccc3)sc2c1	4	-22	-28	-4	-10	-22	7	-0.6	0.0	2	-11
N#Cc1ccc(CSc2nnc(NC(=O)CN3C(=O)C4CC=CCC4C3=O)s2)cc1 (stereo not given)	-3	3	15	2	-5	7	6	-0.5	-0.1	2	14
CN(/N=C/c1ccncc1)C1=NCCN1	-1	-37	-62	8	-5	-32	-2	0.2	0.1	1	1
O=C(Nc1ccccn1)N1CCOCC1	-1	-26	-19	4	-4	-4	1	-5.1	-0.3	0	-10
CCCNC(=O)NCCC12CC3CC(CC(C3)C1)C2	-3	-63	-60	14	2	-23	2	-3.0	0.5	2	-30
CC(C)NC(=S)N/N=C/c1ccc(N2CCOCC2)cc1	3	-22	-37	-6	-5	-68	-6	0.1	0.3	-1	1
O=C1CC(c2ccccc2)CN1C(=O)c1cncc(Br)c1 (stereo not given)	1	-10	9	-2	-2	17	-5	0.6	0.0	-3	4
CC(C)[C@H](NC(=O)c1ccc(Cl)cc1Cl)C(=O)NNc1cccc(C(=O)O)c1	.	-84	-63	10	-6	-89	12	-1.3	0.1	8	8
O=C1CN(c2ccccc2Cl)C(=O)CN1c1ccccc1Cl	1	17	19	5	-5	-12	2	1.2	0.2	3	-11
CC1CCCC(C)N1C(=O)COC(=O)c1cccc(S(=O)(=O)N(C)c2ccccc2)c1 (stereo not given)	0	3	2	-2	-7	-15	5	-0.2	0.2	7	.
O=C(N[C@H]1C/C=C\C[C@@H](CC(=O)N(CCO)Cc2ccccc2)C(=O)N[C@H](Cc2c[nH]c3ccccc23)COC1=O)OCC1c2ccccc2-c2ccccc21	.	15	12	-4	-4	-36	11	-3.3	-0.5	-3	19
Fc1cc(F)cc(-c2c(-c3ccccc3)ncc3ccc(F)cc23)c1	6	-23	-85	2	-5	0	-2	-2.2	1.7	6	-14
COC(=O)c1nnn(CC(=O)NC(=O)Nc2c(C)cccc2C)c1C(=O)OC	-1	-5	5	.	-7	0	2	-0.5	0.2	1	-3
O=C(NCc1ccccc1)c1ccc(CS(=O)(=O)Cc2ccc(F)cc2)o1	-2	2	13	-4	-2	11	2	-0.3	0.0	2	1
CCCSc1oc(-c2ccco2)nc1S(=O)(=O)c1ccccc1	1	15	-5	-9	-5	-12	1	-0.5	0.1	-3	12
CC(C)c1nnc(NC(=O)CCS(=O)(=O)c2ccccc2)s1	-6	13	-1	38	-4	-33	-4	0.3	0.5	-7	5
CCOc1ccc(S(=O)(=O)NCCC(=O)Nc2nnc(C)s2)cc1	1	0	3	10	-4	-17	-21	-0.2	0.0	3	18
COc1cccc(C(=O)Nc2ccc3[nH]c(=O)[nH]c3c2)c1OC	-1	-3	-26	2	-4	-37	2	-0.3	0.1	-7	40
CCOC(=O)CC1C(=O)NCCN1Cc1cccc(OC)c1 (stereo not given)	0	11	9	3	-6	-2	-4	-0.5	0.0	-1	-3
O=S(=O)(NC1CC1)c1ccc(F)c(F)c1	0	0	14	9	-3	-9	6	-0.6	-0.1	-11	-7
O=C1c2c(O)cc(O)cc2O[C@@]12c1c(cc(O)c3c1O[C@H](c1ccc(O)cc1)[C@@H](O)C3)O[C@@H]2c1ccc(O)cc1	1	4	2	16	-8	-12	41*	2.5	0.6	0	-5
CCCCN1C(=O)N(CCc2ccc(F)cc2)S(=O)(=O)c2cc(C(F)(F)F)ccc21	.	5	-3	-1	-4	-10	-6	1.6	0.1	10	-10
CC1(C)CC(=O)C=C(c2ccc(CO)cc2)C1=O	.	-8	-7	.	-6	-15	10	1.1	-0.1	9	.
COc1ccc(OC)c(C(=O)CSc2nnc(-c3cccs3)o2)c1	-8	-2	3	-2	-11	-6	0	-1.6	0.2	-6	0
Cc1ccc(S(=O)(=O)N2CCOCC2)cc1C(=O)NCc1ccco1	2	11	3	3	-6	-8	-5	-0.2	0.2	-4	5
COc1ccc(C(=O)Nc2cc(C(=O)NCCc3ccccc3)ccc2Cl)cc1	6	-71	-111	-15	-7	-49	2	1.2	0.2	-1	-19
CCCn1c(N)c(C(=O)CSc2nnc3ccccn23)c(=O)[nH]c1=O	.	5	3	5	-6	-14	4	0.2	-0.1	-2	-2
COc1cc(NC(=O)c2[nH]cnc2C(N)=O)cc(C(=O)Nc2cccc(C(F)(F)F)c2)c1	.	101*	-25	4	.	22	0	0.5	-0.5	16	90*
O=C(Nc1ccc2c(c1)CCC2)c1cc(=O)[nH]c2ccccc12	-4	-3	-12	1	-7	4	-5	0.0	-0.3	-5	-7
COc1ccc(NC(C)=O)cc1NC(=O)CN1CCN(C2c3ccccc3-c3ccccc32)CC1	-1	46	22	.	-3	-7	-6	-2.5	-0.3	7	-4
CCCOc1ccc(-c2c(C(=O)N/N=C/c3ccc(OCC)cc3)nnn2-c2nonc2N)cc1	-1	-9	0	7	-14	-20	-9	1.1	-0.1	0	-3
CN(C(=O)c1ccc(S(=O)(=O)N2CCCC2)cc1)C1CCS(=O)(=O)C1 (stereo not given)	3	9	3	10	-5	9	-2	-0.3	-0.2	5	-2
Cc1nc2c(OCc3ccc(Cl)cc3)cccn2c1N(C)C(=O)CCC1CCCC1	.	1	-30	-5	-6	-11	-8	-0.9	0.3	3	.
CCOC(=O)c1c(NC(=O)CSc2ncccn2)sc2c1CC(C)(C)NC2(C)C	0	0	14	-4	.	-17	-2	0.0	0.2	1	19
CSc1nc2ccccc2n1CC(=O)Nc1ccccc1	-1	15	11	.	-5	7	18	-2.3	3.3	-4	-13
O=C(CCC(=O)N1CCSc2ccccc21)NCc1cccc(Cl)c1	-1	7	4	0	-4	-25	.	-0.7	0.1	-3	8
Cc1ccc(-c2noc(CNCCCN(C)C)n2)cc1	0	-54	-27	-14	0	-9	-2	0.6	0.2	-3	-4
CC1(C(=O)NS(=O)(=O)c2ccc(C#N)cc2)CCN1C(=O)Cc1cccc2ccccc12 (stereo not given)	.	3	7	0	-9	2	-6	2.5	-0.3	-4	.
CC[C@]12C(=O)N(C)C[C@H]([C@@H]3C(=O)N(Cc4ccccc4)C(=O)[C@@H]31)N2C(=O)c1ccc(C(C)(C)C)cc1	.	1	5	0	-10	-25	-3	1.7	-0.1	-13	-5
O=C(CN1CCc2cc3c(cc2C1)OCCCO3)Nc1cccc([N+](=O)[O-])c1	4	6	-43	3	-7	-14	1	0.2	0.2	7	-11
CCOC(=O)CSc1nc2ccccc2n1C(=O)OCC	0	-28	-64	.	-5	-33	4	1.9	0.1	-2	-10
CCOP(=O)(OCC)C(Nc1cccc(C)c1)c1ccc(F)cc1 (stereo not given)	-2	8	20	-4	-3	-11	-2	-0.7	-0.1	-3	-2
N/C(=N\OC(=O)CCc1ccccc1)c1ccccc1Cl	4	-109	-178	0	-15	-54	7	4.7	-0.1	-2	-22
S=c1[nH]nc(-c2ccccn2)n1/N=C/c1ccco1	-3	1	4	5	-19	-18	0	-0.5	-0.1	6	.
CN(C)CCN(C)C1CN(Cc2ccc(F)cc2)S(=O)(=O)C1 (stereo not given)	.	-13	2	.	-4	4	.	0.0	0.2	1	.
Oc1ccc(-c2cnc(-c3ccc(O)cc3)nc2)cc1	2	-336	-275	36	-2	-39	-10	-0.6	-0.1	2	-42

# (next part)
Compound	NR2E3 ag-1	Peg3 prom inh	HIF-2a block	Vif imaging	CaV13 ICDI inh	NR2E3 ag-2	PDI inh	hiPSC survival	aDG glyco act	Exocytosis inh	MITF TRPM1 inh
CC[C@@]12C(=O)N(c3cccc(F)c3)C(=O)N1[C@H](c1cccc(C)c1)[C@@H]1C(=O)N(Cc3ccccc3)C(=O)[C@@H]12	-4	12	8	1	-9	31	3	2.0	0.4	-1	7
Cc1cccc(-n2c(C)nc3ccsc3c2=O)c1	4	-2	6	3	-4	-10	-3	-0.5	0.0	-4	2
CCc1ccc(N=CC2=C(O)CC(c3ccco3)CC2=O)cc1 (stereo not given)	5	-4	-52	.	-1	-8	7	-2.4	0.3	-7	-19
CN(c1ccc(Cl)cc1)c1cc2c(c3c1ccn3C)C1CCC2O1 (stereo not given)	.	20	10	.	.	-2	.	-1.6	-0.1	2	.

# Source: PubChem BioAssay
